UPR XBP1 act: adaptive UPR (XBP1) activation. CHO-XBP1 luciferase reporter, IRE1-XBP1 UPR activation, luminescence; percent of tunicamycin response, DMSO as zero. activation, % at 20 µM. 0.33% of 330,000 active. AID 463104;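 active = versus positive control, 20 µM dose yields 30% or more activation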;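 also: 100% = tunicamycin at 10 µg/mL and 0% = DMSO only wells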
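Assay system: IRE1-XBP1 luciferase reporter CHO line. Input: 1000 cells/well. Buffer or medium: F12 with 10% serum. Doses: 20 µM, 1% DMSO. Times: overnight seeding at 37 °C, 6 h compound treatment at 37 °C. Technique: Steady-Glo luciferase glow luminescence, 10 min after reagent addition.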
tim23-1 inh: tim23-1 yeast growth inhibition | 1.3% of 330,000 active | inhibition, % at 20 µM | S. cerevisiae tim23-1 growth, BacTiter-Glo luminescence, 24 h;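 active = growth inhibition of the mutant yeast at or above 50%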;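 also: temperature-sensitive mutant grown at 25 °C; plate controls were DMSO-treated mutant yeast for no effect and medium wells lacking yeast for full effect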
Mdm2 MdmX PPI: human Mdm2/MdmX binding inhibition; SaOS-2 split-luciferase Mdm2/MdmX complementation, luminescence; 3% of 330,000 active; inhibition, % at 8 µM; AID 485346; O15151+Q00987;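 active = inhibition of at least 50% at 8 µM in the primary screen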
Target sequence (O15151 whole entry, looked up): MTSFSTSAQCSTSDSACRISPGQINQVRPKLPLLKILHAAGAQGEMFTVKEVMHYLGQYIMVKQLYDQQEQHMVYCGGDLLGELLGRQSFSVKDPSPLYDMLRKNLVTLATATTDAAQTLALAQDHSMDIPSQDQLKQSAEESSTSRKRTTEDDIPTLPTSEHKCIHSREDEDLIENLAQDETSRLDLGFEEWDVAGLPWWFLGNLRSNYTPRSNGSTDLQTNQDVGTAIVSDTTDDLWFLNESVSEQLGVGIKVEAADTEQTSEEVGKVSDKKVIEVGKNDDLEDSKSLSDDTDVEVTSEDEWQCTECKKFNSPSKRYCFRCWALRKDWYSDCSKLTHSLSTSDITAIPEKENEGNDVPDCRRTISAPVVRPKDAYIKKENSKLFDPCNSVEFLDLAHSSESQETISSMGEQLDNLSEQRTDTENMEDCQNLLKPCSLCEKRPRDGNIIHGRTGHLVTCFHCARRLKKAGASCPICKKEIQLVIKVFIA
Target sequence (Q00987 whole entry, looked up): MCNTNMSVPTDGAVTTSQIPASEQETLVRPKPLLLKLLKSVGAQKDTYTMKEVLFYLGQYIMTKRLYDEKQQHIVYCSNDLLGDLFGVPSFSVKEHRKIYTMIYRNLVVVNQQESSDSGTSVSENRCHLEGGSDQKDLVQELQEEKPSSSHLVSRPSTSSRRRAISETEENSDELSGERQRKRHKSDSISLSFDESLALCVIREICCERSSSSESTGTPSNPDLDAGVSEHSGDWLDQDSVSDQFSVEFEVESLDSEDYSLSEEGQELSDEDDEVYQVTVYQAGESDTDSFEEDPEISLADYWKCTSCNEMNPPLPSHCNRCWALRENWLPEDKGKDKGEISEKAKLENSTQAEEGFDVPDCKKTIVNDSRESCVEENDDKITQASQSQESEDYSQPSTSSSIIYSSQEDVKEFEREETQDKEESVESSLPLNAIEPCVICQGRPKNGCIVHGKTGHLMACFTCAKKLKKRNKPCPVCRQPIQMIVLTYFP
CHOP UPR activ: activators of apoptotic arm of unfolded protein response (CHOP). CHO-CHOP luciferase reporter, UPR activation, luminescence; percent of tunicamycin response over DMSO baseline. activation, % at 10 µM. 0.34% of 330,000 active;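 active = at 10 µM dose, activation of 40% or more, normalized to positive control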;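 also: 100% = tunicamycin at 10 µg/mL and 0% = DMSO alone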
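Test system: CHO CHOP reporter cells. Input: 500 CHO-CHOP cells per well. Medium: F12 with 10% FBS. Technique: luciferase luminescence. Measure: percent activation relative to tunicamycin control. Dosing: 10 µM compound, 0.5% DMSO. Timing: 16-18 h cell attachment, then 6 h compound exposure, 37 °C.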
tim10-1 inh: growth inhibitors of tim10-1 mutant yeast. AID 463190. 2.2% of 330,000 active. S. cerevisiae tim10-1 ts strain growth, BacTiter-Glo, 24 h. inhibition, % at 20 µM;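 active = inhibition of at least 40%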;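 also: mutant grown at 25 °C; 0% = DMSO wells with yeast and 100% = wells holding no yeast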
TIM10 inh: TIM10 yeast growth inhibition; S. cerevisiae TIM10 strain growth, BacTiter-Glo luminescence, 24 h; inhibition, % at 10 µM; 1.4% of 330,000 active; AID 463195;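 active = inhibition of 40% or more at the single tested concentration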;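 also: wild-type TIM10 isogenic control strain grown at permissive 25 °C; 0% = DMSO yeast wells and 100% = minimal medium wells without yeast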
GRIN3A LBD mod: modulators (binders) of human NR3A ligand-binding domain; NR3A LBD differential scanning fluorimetry, Tm shift; 0% = protein alone, 100% = glycine-bound protein; Tm shift relative to glycine control, % at 25 µM; 2.5% of 340,000 active; AID 1259313;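 active = melting temperature shift of at least 10% of the positive control shift, at one fixed dose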
APJ agonist: APJ receptor agonism; P35414; CHO-K1 APJ PathHunter beta-arrestin, luminescence; 0% DMSO wells, 100% apelin; activation, % at 20 µM; 0.11% of 330,000 active; AID 2520;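 active = activation more than six SD over the plate average, tested at 20 µM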;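 also: 0% = DMSO alone and 100% = apelin-13 at 10 nM; some results filed as inactive read as strong as hits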
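Incubation: overnight seeding, 90 min compound at 25 °C, 1 h detection; test system: PathHunter CHO-K1 APJ (AGTRL-1) beta-arrestin reporter cells; amount: 1000 cells/well; doses: one dose, 20 µM compound, 1% DMSO; measured by: beta-gal luminescence; measure: agonist-driven arrestin binding to APJ; benchmarks: negative DMSO alone, positive Apelin-13 at 10 nM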
NALP3 yeast inh: inhibitors of NALP3 inflammasome in yeast. AID 2825. Yeast reconstituted NLRP3/ASC/caspase-1, beta-gal luminescence, 24 h. 0.39% of 330,000 active. inhibition, % at 10 µM;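 active = inhibition of 50% or more; inactive = inhibition below 50%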;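 also: plate controls were induced DMSO wells for no effect and uninduced yeast grown without galactose for full effect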
Starred values were filed as active, the others as inactive; nt = not tested or not shown.

Value order – Mdm2 MdmX PPI, UPR XBP1 act, TIM10 inh, NALP3 yeast inh, APJ agonist, tim10-1 inh, CHOP UPR activ, GRIN3A LBD mod, tim23-1 inh
COc1cccc(CN2CCNC(=O)C2CC(=O)NCCc2cccc(C)n2)c1OC (stereo not drawn)
    -0.2, -2.4, 0.4, -4.0, -3.2, 9.2, -2.9, 1.8, -3.9
CCCC[C@@H]1CN=C(N)N1CCc1cccc(F)c1
    -13.6, 1.8, 0.6, -10.1, -4.3, 3.5, 1.5, -2.3, 6.0
Cc1ccc(NC(=O)NNC(=O)c2snnc2C)cc1
    3.4, 1.2, -3.1, 18.4, -1.6, -7.5, -0.1, -1.9, -0.5
COc1ccc(OC)c2[nH]c(=O)c(CCNC(=O)c3ccc(S(=O)(=O)N(C)C)cc3)cc12
    -15.2, -3.0, 0.5, 26.0, 5.4, -8.3, -1.9, 3.1, -5.9
Cc1sc2ncn(CC(=O)N3CCN(c4ccc(F)cc4)CC3)c(=O)c2c1S(=O)(=O)N1CCOCC1
    16.0, -5.3, 9.1, 19.9, -1.4, -12.0, -0.3, -1.0, 5.4
Cc1sc(NC(=O)C2=COCCO2)nc1-c1ccc(Br)cc1
    -24.9, 3.0, -9.9, 38.4, 2.0, 11.2, 6.0, -23.3, 25.7
CS(=O)(=O)N1CCCC(C(=O)N2CCN(c3cccc(Cl)c3)CC2)C1 (stereo not drawn)
    -4.0, -4.2, 4.4, 20.0, -2.9, 17.1, -0.8, -0.9, 11.0
COc1ccc(C(=O)N(c2ccc(C)cc2)C2C=CS(=O)(=O)C2)cc1OC (stereo not drawn)
    12.1, -3.5, -0.1, -4.0, -0.4, 4.7, 1.6, -1.1, 1.7
N#Cc1ccccc1NC(=O)c1ccc2c(c1)OCCO2
    -5.3, 0.8, 8.7, 11.3, 2.0, -13.9, 4.2, -1.3, 4.2
COc1ccc(C2CC(c3c(Cl)cccc3Cl)n3nc(N)nc3N2)cc1 (stereo not drawn)
    -11.0, -2.2, -9.3, 19.4, -4.0, -1.1, -1.6, 1.0, 1.9
CCCCNC(=O)c1ccccc1NC(=O)CN(c1ccccc1)S(=O)(=O)N(C)C
    -2.4, -1.9, 6.1, -6.6, -1.4, 17.0, -2.1, 3.1, 25.8
O=C(CCCN1C(=O)C(c2ccccc2)Oc2cccnc21)Nc1cccc(F)c1 (stereo not drawn)
    11.8, -3.8, -4.7, 14.8, -2.5, 31.2, -2.4, -4.2, 36.6
CC(C)NS(=O)(=O)c1ccc(NC(=O)C(C)OC(=O)CCC2CCCC2)cc1 (stereo not drawn)
    -10.9, -4.9, -3.8, 14.0, -2.4, 11.0, 0.6, -5.7, 8.2
COc1ccc(-c2nc(CS(=O)(=O)CC(=O)NCCc3ccc(C)cc3)c(C)o2)cc1
    7.6, 1.6, -6.8, 8.7, -1.0, -1.3, 0.4, 1.7, -4.5
CC(=O)Nc1cccc(C(=O)N/N=C/c2c[nH]c3ccccc23)c1
    -0.3, -2.7, 1.1, 12.2, -3.1, 19.7, -0.9, 30.0*, -10.5
COc1ccc(C2N=C(c3ccccc3)C(C)(C)N2O)cc1 (stereo not drawn)
    18.1, -3.8, -0.2, 22.6, -12.1, -7.9, -0.9, -0.7, 10.2
COc1ccc(C(C)=O)cc1COC(=O)Cc1n[nH]c(=O)c2ccccc12
    22.6, -1.8, 13.4, 3.6, -2.2, 11.1, -0.3, 3.4, -0.5
CCN(CC)S(=O)(=O)c1ccc(N2CCOCC2)c(NS(=O)(=O)c2ccc(C)cc2)c1
    -3.1, -1.1, 25.5, 8.4, -1.0, 23.4, 2.6, -1.1, 20.1
COc1ccc([N+](=O)[O-])cc1NC(=O)C1(c2ccc(OC)c(OC)c2)CCOCC1
    10.0, -1.3, 2.7, 6.6, -4.1, 6.0, 29.9, -0.8, 12.2
CC(Sc1nnc(C2CCCCC2)n1N)C(=O)NCc1ccc2c(c1)OCO2 (stereo not drawn)
    -5.8, -1.0, -6.2, -8.2, -0.6, 2.8, -0.9, -0.2, 0.0
CCN(CC)S(=O)(=O)c1cccc(NC(=O)COC(=O)C2=COCCO2)c1
    -1.8, -5.5, 1.2, 17.2, -6.0, 6.8, 1.0, -0.3, 9.7
CCCCCCCC(O)CC(CC1CCCCC1)C(=O)NN (stereo not drawn)
    14.7, -1.7, 11.2, 10.5, -2.4, 17.3, -2.1, -0.6, 29.3
Cc1n[nH]c(=O)n1-c1ccc(C(C)(C)C)cc1
    -21.6, -0.5, 4.8, 9.9, -2.5, 4.1, -0.3, 4.4, 16.5
O=C(O)CC(C(=O)Nc1ccc(Cl)cc1)N1CCCCCC1 (stereo not drawn)
    5.8, -3.8, 1.5, 13.2, -3.7, -17.0, -1.7, 1.7, -13.1
CC(/C=N/NC(=O)c1cccnc1)=C\c1ccco1
    -28.9, 4.2, -3.1, 20.7, -0.7, 3.4, 2.8, -2.5, 4.6
COc1ccc(S(=O)(=O)N(CC(=O)NCC2CCCO2)c2ccc(Cl)cc2)cc1 (stereo not drawn)
    0.7, -0.3, -5.5, 10.2, 1.6, 10.1, 0.3, -0.3, 19.0
CCNc1ccccc1C(=O)O
    10.6, -0.3, -12.4, 9.7, -3.3, -19.3, -2.1, -1.8, -6.1
CCSc1nc2c(sc3nc(C)cc(C)c32)c(=O)[nH]1
    -0.3, 1.6, 8.0, 6.3, -1.7, 17.3, 0.3, nt, 5.5
O=C(C1=C(O)C(=O)N(CCN2CCOCC2)C1c1cccc(Br)c1)c1cc2ccccc2o1 (stereo not drawn)
    16.5, -0.5, 17.1, 7.6, -2.9, 5.7, 0.9, 2.0, 21.0
CSc1nsc(SCCN2C(=O)c3ccccc3C2=O)n1
    -12.5, 0.8, -11.8, 21.7, -4.7, 12.0, 0.8, 1.4, 32.7

3 entries already listed, ordered by their value in Mdm2 MdmX PPI, ascending.
SMILES	Mdm2 MdmX PPI	NALP3 yeast inh	GRIN3A LBD mod
Cc1ccc(NC(=O)NNC(=O)c2snnc2C)cc1	3.4	18.4	-1.9
CCCCCCCC(O)CC(CC1CCCCC1)C(=O)NN (stereo not drawn)	14.7	10.5	-0.6
COc1ccc(C(C)=O)cc1COC(=O)Cc1n[nH]c(=O)c2ccccc12	22.6	3.6	3.4

Additional results follow.
Value order – Mdm2 MdmX PPI, UPR XBP1 act, TIM10 inh, NALP3 yeast inh, APJ agonist, tim10-1 inh, CHOP UPR activ, GRIN3A LBD mod, tim23-1 inh
CSc1oc(-c2ccco2)nc1S(=O)(=O)c1ccc(C)cc1
    15.0, -1.0, 7.7, 40.9, -4.7, 2.5, 1.9, -2.0, 27.4
COc1cc(OC)cc(C(=O)N[C@H](C(=O)Nc2cccc(S(=O)(=O)N3CCCC3)c2)C(C)C)c1
    -1.3, -2.3, 2.9, -4.3, 0.2, 11.7, 0.2, -3.6, -6.0
Cc1noc(C)c1S(=O)(=O)N(C)C[C@H]1Oc2ccc(NC(=O)NC3CCCCC3)cc2C(=O)N([C@H](C)CO)C[C@@H]1C
    10.1, -0.6, -0.7, 7.5, -2.6, 13.1, -1.2, -0.6, 13.3
C/C(CC(=O)Nc1ccc(N(C)C)cc1)=N\NC(=O)c1ccccc1F
    11.6, -0.8, -1.3, 16.6, -1.5, -8.4, -0.5, -2.7, -2.0
O=C(O)CSc1nc2c(c(C(F)(F)F)n1)CCc1ccccc1-2
    -28.1, -2.1, -1.7, 8.4, -6.6, -11.2, -0.4, -4.0, 5.6
Cc1ccccc1NC(=O)c1cccc2nccnc12
    24.4, 4.2, 28.4, 10.2, -5.0, 26.8, 0.5, 0.7, 16.9
O=C(CN(Cc1cccs1)C(=O)CNS(=O)(=O)c1ccc(Cl)cc1)NCC1CCCO1 (stereo not drawn)
    -1.1, -2.8, -15.8, 1.3, -3.4, 5.0, 2.3, -0.4, 5.2
CCc1cccc(C)c1NC(=O)C1CCCN(S(C)(=O)=O)C1 (stereo not drawn)
    11.3, -2.4, -5.4, 16.4, -4.0, -7.1, -0.2, -1.2, -0.3
CCOC(=O)C1=C(C)Nc2ccccc2N=C1NC(=O)c1cccc(S(=O)(=O)NCc2ccccc2)c1
    -0.4, -0.5, -9.0, -0.8, -3.9, 14.3, 1.7, 2.2, -10.1
COCc1cc(C)nc(SCC(=O)Nc2ccccc2N2CCOCC2)c1C#N
    21.1, -3.9, 6.8, 6.9, -10.3, 23.5, -0.4, 1.1, 25.7
CCCC(=O)OCC(=O)NCc1ccc(Cl)cc1
    -2.0, 3.6, -24.7, 2.6, -0.5, 7.2, 2.0, 0.6, 3.3
COc1ccc(CC(=O)c2ccccc2C(=O)O)cc1
    -13.7, -3.5, 0.9, 0.9, 1.2, -4.5, 1.4, nt, -0.1
CC(OC(=O)c1ccco1)C(=O)Nc1ccc(C(F)(F)F)cc1 (stereo not drawn)
    2.8, 2.0, -12.7, 3.4, -2.6, 13.8, -1.3, -2.1, 4.1
CCN(CC)C(=O)c1[nH]cnc1C(=O)Nc1ccc(OC)cc1
    -2.8, 0.6, 19.2, 17.6, 2.9, 18.7, 1.6, 0.3, 12.0
COc1ccc(-c2nc(N3CCN(C)CC3)sc2-c2ccc(OC)cc2)cc1
    -4.5, -1.6, 24.3, 35.2, 3.0, 30.5, 1.6, -1.7, 38.6
COc1ccc(C)cc1NC(=O)c1nnn(Cc2cccc(F)c2)c1N
    1.8, -3.0, 8.0, 5.1, 0.3, 2.5, -1.2, -0.8, 14.3
Cc1cc(C)n(C(=O)c2ccc(C)c(Br)c2)n1
    12.4, -0.9, -32.3, 32.7, -4.2, -9.3, -0.9, 0.9, 2.3
C/C(=N\NC(=O)C(C)n1nc(C)c([N+](=O)[O-])c1C)c1ccccc1O (stereo not drawn)
    39.8, -1.5, 13.9, 8.9, -3.4, 11.1, -0.2, 5.4, 9.3
Cc1c(C(=O)NCCN2CCCC(O)C2)oc2c(F)cccc12 (stereo not drawn)
    22.0, -8.2, 3.7, 14.0, -1.4, -3.9, 1.8, 0.3, -5.2
Nc1ccc(C(=O)Nc2nc3ccccc3s2)cc1
    -144.0, -6.5, 11.5, 30.1, 0.1, 2.5, 3.5, 7.7, 50.6*
C=CCn1c(C)cc(C(=O)COc2nncc3ccccc23)c1C
    -118.6, -1.9, 8.2, 7.3, -1.9, -0.6, 3.7, 15.8*, -10.2
O=C(Nc1ccc(Cl)cc1)NC1CCCCNC1=O (stereo not drawn)
    20.0, 3.9, 15.3, 10.8, -1.0, 6.5, 2.5, -1.5, 11.4
COc1ccc(OCCNc2cc(Cl)ccc2[N+](=O)[O-])cc1
    2.3, 2.1, -9.6, 11.6, -4.1, -11.3, 0.9, 1.4, -14.2
COc1cccc(NC(=S)NCc2ccccc2)c1
    -37.8, -0.9, 13.8, 8.9, 2.0, 10.7, 3.2, -0.7, 46.1
CC(=O)N1CCN(c2ccc(NC(=O)c3ccc([N+](=O)[O-])o3)cc2Cl)CC1
    69.3*, -2.8, 35.1, 18.6, 2.8, 13.2, 72.8*, -2.2, 51.3*
C[C@@H](CN1C2=NC[C@H](C)N2C[C@H]1Cc1ccc(O)cc1)NC(=O)CCC1CCCCC1
    7.2, -1.3, -3.5, 27.8, 0.6, 1.5, 1.3, -1.3, 7.6

Screens: PubChem BioAssay, Sanford-Burnham Center for Chemical Genomics
